CCT chaperon mod = cytosolic chaperonin activity modulation | purified chaperonin ATPase assay, HTRF ADP detection, 30 min | hit rate 0.3% among 360,000 | AID 651819 | activity change, % (test concentration not listed), hits read low; in the data active means activity change below about -30%; further: on the % scale 0 is the no-effect control and ±100 the full control effect
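TRiC at 40 or 20 nM final (batch-dependent) in 30 mM Tris pH 7.4, 100 mM KCl, 5 mM MgCl2, 1 mM DTT, with compound at single 76 uM and 10 uM ATP, 30 min at 37 deg C. ADP detected by HTRF Transcreener, 665/615 ratio.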
A549 tox = kills or reduces viability of A549 cells in Nrf2 counter-screen. A549 ARE-Fluc cells, CellTiter-Fluor viability, 18-24 h. Potency, µM (doses to about 46 µM), for the others: top-dose activity change, negative = cytotoxicity, actives largely listed as inhibitors. hit rate 0.16% among 390,000. AID 504648; further: potency means the concentration at half of the fitted maximal effect; on the % scale 0 is the no-effect control and ±100 the full control effect
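A549 ARE-Fluc cells in 5% FBS OPTI-MEM, 5000 cells/well, rested 2 h then exposed to compounds in concentration-response for 18-24 h at 37 °C. Viability by CellTiter-Fluor fluorescence (Ex 405/Em 525) after 30 min; luciferase luminescence (BugLite, 15 min, RT) read afterwards.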
Mm-Cpn inhibitor = inhibitors of Methanococcus maripaludis chaperonin (MmCpn) | AID 504842 | hit rate 0.031% among 330,000 | purified Mm-Cpn ATPase, ADP Transcreener TR-FRET | Potency, µM (titrated, usually from 76.9 µM), for the others: at the highest dose activity, negative = inhibition, usual class: inhibitors; further: potency means the concentration at half of the fitted maximal effect; on the % scale 0 is the no-effect control and ±100 the full control effect; nearly all actives have a fitted effect of over 80% in size
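ATPase read-out: TR-FRET ADP immunoassay (anti-ADP Eu cryptate vs ADP-d2), ex 320 nm, em 590/665 nm; signal drops as ADP forms. Enzyme 25 nM, ATP 10 uM, 30 min at 37°C after 10 min compound preincubation.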
Nrf2 activator = Nrf2 pathway activation; AID 624171; AREc32 ARE-luciferase reporter (MCF7-derived line), luminescence, 24 h; Potency, µM (doses to about 46.1 µM), inactives show at the top dose activation, actives largely listed as activators; hit rate 0.31% among 410,000; further: potency means the concentration at half of the fitted maximal effect; % of control where 0% means no effect; nearly all actives have a fitted effect of over 65% in size
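Steps: seed AREc32_Fluc cells (1000/well, 5% FBS OPTI-MEM); incubate overnight at 37 deg C; add 23 nL compound; incubate 24 hr; add Steady-Glo; hold 30 min RT; read luminescence.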
TGFb inhibitor = inhibitors of TGF-b signaling. Potency, µM (titrated, usually from 46.1 µM), inactives show at the top dose activity, negative = inhibition, usual class: inhibitors. hit rate 1.2% among 410,000. AID 588855. HepG2 CAGA-GFP TGF-b/SMAD3 reporter, GFP fluorescence, 18 h; TGF-beta stimulated, 500 pg/mL final; further: potency means the concentration at half of the fitted maximal effect; on the % scale 0 is the no-effect control and ±100 the full control effect; nearly all actives have a fitted effect of over 65% in size
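Read-out: total well GFP (ex488/em500-530) summed from mean per-cell fluorescence. Cells: HEPG2 CAGA-GFP, 1% FBS DMEM, 18 h at 37 degrees C with 500 pg/mL final TGF-beta. Unstimulated wells served as the full-inhibition control; stimulated DMSO wells = 0%.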
Nrf2 inh = inhibitors of Nrf2 signaling. Potency, µM (highest dose often 46 µM), without a hit: at the top dose activity change, negative = inhibition, actives largely listed as inhibitors. hit rate 2.1% among 360,000. A549 ARE-Fluc reporter, luciferase luminescence, 18-24 h. AID 504444; further: potency means the concentration at half of the fitted maximal effect; on the % scale 0 is the no-effect control and ±100 the full control effect; nearly all actives have a fitted effect of over 60% in size
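Two sequential reads on A549 ARE_Fluc cells exposed to compound for 18-24 h: a CellTiter-Fluor fluorescence read for viability, then a luciferase luminescence read for Nrf2/ARE activity.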
pAkt inh = Akt phosphorylation inhibition | Neuro2A IGF-stimulated pAkt S473 HTRF, 20 min; active compounds read low | activity change, % for hits at 50 µM | hit rate 0.32% among 360,000; in the data active means activity change below about -80%; inconclusive means mostly about -51% to -80%; further: on the % scale 0 is the no-effect control and ±100 the full control effect
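Neuro2A cells (4,500/well, DMEM with 0.5% FBS) were treated with compound at a single 50 µM final concentration, stimulated with 6 nM IGF for 20 min at 37 °C, and lysed. Phospho-Akt Ser473 was read by HTRF as 665/615 ratio ×10^4.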
Abeta rescue = A-beta toxicity reversal in yeast; yeast expressing A-beta42, growth rescue, OD600, 48 h; response scale: 0% DMSO, 100% iron-clioquinol control; hit rate 0.063% among 410,000; Potency, µM (titrated, usually from 46.1 µM), inactives show at the highest dose growth rescue, most hits filed as activators; further: potency means the concentration at half of the fitted maximal effect; nearly all actives have a fitted effect of over 55% in size
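Yeast growth medium received pinned compounds, then yeast cells expressing toxic A-beta were added; plates incubated at 30 C for 48 hr. Growth read as absorbance at 600 nm, normalized to DMSO and equimolar FeCl3 plus clioquinol controls.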
HepG2 viability = HepG2 cytotoxicity, counter-screen for TGF-b inhibitors; Potency, µM (top dose mostly 46.1 µM), inactives show at the highest dose activity change, negative = cytotoxicity, usual class: cytotoxic; hit rate 0.76% among 410,000; HepG2 CAGA-GFP viability, ATP luminescence, 18 h; AID 588856; further: potency means the concentration at half of the fitted maximal effect; some results filed as inactive show a strong effect at the top dose
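CellTiter-Glo luminescence gave cytotoxicity after 18 hours at 37 degrees C. The cells were HepG2 CAGA-GFP in 1% FBS DMEM, stimulated with 500 pg/mL TGF-beta after compound addition. %Activity was normalised to no-cell wells (complete cell-killing) and DMSO (no toxicity), and curves were fitted and classified.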
* = called active by the depositor; i = inactive; ? = inconclusive; . = not tested or not shown; & = joins results of further samples; [ ] = remark or other dose. Unless noted, the call rests on the fitted dose curve; in most records, active means well fitted curve in the direction sought with a large enough effect; inconclusive means small, poorly fitted or top-dose-only effect, or another doubt; inactive means no such curve, though single readings can be large; an effect the other way counts as inactive or inconclusive. Outcome played no part in choosing rows. Share with any hit: about 4.3%.

Structure	CCT chaperon mod	A549 tox	Mm-Cpn inhibitor	Nrf2 activator	TGFb inhibitor	Nrf2 inh	pAkt inh	Abeta rescue	HepG2 viability
Fc1ccc(Oc2cc(N3CCOCC3)nc(-c3ccccc3)n2)c(F)c1	2.2	-4%	0%	0.9%	0%	-17%	i	21%	0%
Cc1cc(C)cc(OCC(=O)Nc2nc(-c3ccccn3)cs2)c1	1.6	-3%	?	3.2%	?	?	i	5%	-36%
CCCCOC(=O)Nc1ccc(C(C)C)cc1	-4.6	-2%	0%	2.7%	-1%	?	i	4%	-14%
CC(NC(=O)c1cc2c(=O)n(C)c3ccccc3c2n1C)c1ccc2c(c1)OCCO2 (stereo not drawn)	-1.6	-7%	.	-0.2%	-14%	?	i	-8%	-5%
CCN(Cc1ccccc1)C(=O)Cn1ncc2c(=O)oc3ccc(C)cc3c21	.	1%	.	-0.1%	?	14%	.	-4%	-6%
O=C(NCCc1ccccc1)c1coc(=O)c(Br)c1	1.3	2%	-5%	?	?	1%	i	1%	-19%
Cc1nn(CC(=O)N2CCN(c3cccc(C(F)(F)F)c3)CC2)c(=O)c2cccn12	-0.6	-5%&5%	0%	-0.7%&-1.2%	-7%&2%	?	i	-14%&-15%	-18%&-17%
Cc1c(NC(=O)c2n[nH]c(=O)c3ccccc23)c(=O)n(-c2ccccc2)n1C	-1.7	14%	-2%	0.4%	-7%	?	i	-6%	15%
CC(NC(=O)c1cc(F)c(F)cc1Cl)C1CC2CCC1C2 (stereo not drawn)	0.9	1%	0%	2.1%	0%	7%	i	-10%	6%
O=C(CO)N/N=C/c1ccccc1F	-1.3	0%	-2%	0.1%	-4%	2%	i	5%	-2%
CCN(CC)c1ccc(/C=N/NC(=O)c2ccoc2C)cc1	0.7	-12%	1%	-0.5%	6%	?	i	-6%	-36%
CN(C(=O)COC(=O)c1cc(S(=O)(=O)N(C)C)ccc1Cl)C1CCS(=O)(=O)C1 (stereo not drawn)	0.8	-3%	1%	0.1%	-6%	6%	i	-4%	-4%
O=C(Cc1cccs1)N/N=C/c1ccc(OCc2ccccc2)cc1	0.1	1%	0%	4.2%	0%	-11%	i	-13%	25%
O=C(c1ccco1)N1CCN(c2c(-c3ccccc3)c3cc(Cl)ccc3[nH]c2=O)CC1	-4.6	?	-4%	3.9%	?	?	i	-1%	18µM*
CC(C)CC(=O)NC(=S)Nc1ccc(CN2CCOCC2)cc1	1.6	1%	2%	-0.2%	-18%	?	i	-4%	8%
COc1cc(CO)ccc1OCC(=O)Nc1cccc2ccccc12	0.5	6%	-2%	0.3%	-2%	14%	i	0%	-1%
O=C(c1ccc2ccccc2n1)N1CCN(c2ccccc2O)CC1	-5.3	2%	0%	6.0%	14%	0%	i	-9%	-7%
CSc1cccc(NC(=O)Cn2cccc2)c1	0.8	-6%	1%	0.3%	?	.	i	12%	8%
O=C(N/C(=C/c1cccc(Br)c1)C(=O)N1CCCCC1)c1ccco1	0.6	.	.	-0.5%	-1%	.	i	6%	-11%
CCCCOC(=O)c1ccc(NC(=O)COC(=O)C2CSC3(C)CCC(=O)N23)cc1 (stereo not drawn)	2.2	0%	-1%	2.6%	?	14%	i	-9%	-11%
COc1ccc(N2CCN(C(=O)COC(=O)c3oc4ccc(OC)cc4c3C)CC2)cc1	-2.7	-3%	-11%	-0.5%	0%	8%	i	-14%	-20%
Fc1ccc(Nc2nc3ccccc3n3cnnc23)c(F)c1	.	0%	.	?	0%	3%	.	-32%	4%
CC(C)NC(=O)C1(C)CCN1C(=O)c1cccc(F)c1 (stereo not drawn)	1.2	.	.	-0.6%	-2%	.	i	2%	5%
O=S(=O)(Nc1ccc(-c2ccc(N3CCCCC3)nn2)cc1)c1ccc(OC(F)(F)F)cc1	.	-9%	.	3.9%	?	.	.	-7%	-19%
CC(C(=O)Nc1ccccc1Sc1ccccc1)N(c1ccccc1)S(C)(=O)=O (stereo not drawn)	2.2	0%	1%	2.8%	?	.	i	21%	-7%
COc1ccc(C2CC(=O)Oc3c(C(CCN4CCCC(C)C4)c4ccc(N(C)C)cc4)c(OC)cc(OC)c32)cc1 (stereo not drawn)	-1.0	?	0%	-0.2%	-6%&-29%	-1%&6%	i	3%	-22%&-14%
Cc1ccc(C(=O)Nc2ccccc2N2CCN(C(=O)C(C)C)CC2)cc1C	-1.7	-9%	1%	2.8%	3%	-6%	i	-45%[inhibitor]	-6%
C#CCN(C)CCCOc1ccc(Cl)cc1Cl	-1.5	-4%	1%	0.2%	0%	-8%	i	-16%	-67%
CCCOC(=O)/C=C/c1c(C)[nH]c(=O)[nH]c1=O	-2.7	0%	2%	-0.3%	-7%	-1%	i	1%	-3%
CCN(C(=O)CSc1nccn1C)c1cccc2ccccc12	2.3	-4%	0%	0.0%	-7%	2%	i	-3%	-10%
Cc1[nH]c2ccccc2c1/C=N/NC(=O)CNC(=O)c1ccco1	4.6	-3%	1%	-0.2%	6%	-13%	i	13%	-2%
Cc1ccc(-c2cnc(NC(=O)CCC(=O)N3CCCCC3)n2C)cc1	0.1	?	1%	0.0%	8%	8%	i	-7%	-5%
COc1cc(NC(=O)Cn2c(=O)n(Cc3ccco3)c(=O)c3oc4ccccc4c32)cc(OC)c1	.	-1%	.	1.6%	-6%	?	.	-2%	-20%
COc1cccc(NC(=O)Cn2c(-c3nonc3N)nc3ccccc32)c1	.	4%	.	3.9%	-1%	9%	.	-15%	-9%
C[C@]12c3[nH]c4ccc(Cl)cc4c3CCN1C(=O)[C@@H](CC(=O)NCc1cccc(C(F)(F)F)c1)C[C@@H]2C(=O)N1CCOCC1	0.2	-26%	-1%	-0.1%	10µM*	?	i	4%	-39%
Cc1c(C2=CCN(S(=O)(=O)c3ccc(CC(C)C)cc3)CC2)c2ccccc2n1CC(=O)N1CCCC1	.	5%	.	-0.6%	?	11%	.	-23%	-23%
CN1C=CC=C/C1=C1\SC(=S)N(CC(=O)O)C1=O	-3.6	?	0%	0.0%	9%	16%	i	-21%	1%
CC(C)(CCl)C(=O)Nc1ccnc(-c2ccncc2)n1	-5.2	0%	0%	0.2%	?	-17%	i	-11%	-24%
NC(=O)CSc1cn(Cc2cccc(F)c2)c2ccccc12	-1.7	7%	3%	0.3%	-1%	-21%	i	14%	-1%
COc1ccc(/C=C(\C#N)c2nc3ccccc3[nH]2)cc1O	1.5	-9%	-2%	10%	-21%	7%	i	-2%	-11%
O=C(Nc1scc(-c2ccc(Br)cc2)c1C(=O)O)c1ccccc1F	-0.3	-11%	.	-0.6%	-5%	10µM*	i	-1%	-40%
CC1(C)C(=O)NC(=O)N1Cc1ccccc1	-0.9	1%	1%	-1.8%	-5%	-12%	i	-6%	4%
CN(C)c1ccc(/C=N/N(CCC#N)C2=NS(=O)(=O)c3ccccc32)cc1	0.1	3%	-2%	-0.3%	1%	9%	i	-4%	-5%
CCOC(=O)c1c(OCCO)nn(-c2ccccc2)c1N	-1.5	7%	-3%	-0.4%	-19%	-4%	i	1%	-1%
COCC1CCN(C(=O)c2ccc3oc(CCc4ccccc4)nc3c2)C1 (stereo not drawn)	1.1	.	.	3.8%	11%	.	i	-2%	2%
O=C(NCc1ccccn1)c1cccc(S(=O)(=O)NCc2ccccc2)c1	2.4	-9%	2%	-0.4%	2%	1%	i	5%	1%
COP(=O)(OC)C(Nc1ccc(C)cc1)c1ccc([N+](=O)[O-])cc1 (stereo not drawn)	-6.0	6%	0%	5.0%	24%	?	i	5%	-45%
Cc1ccc(OCc2nc(C#N)c(NCCc3ccccc3)o2)cc1	.	0%	.	3.9%	22µM*	?	.	2%	-28%
CCN(CC)CCNCc1ccc(OCc2ccc(Cl)nc2)c(OC)c1	-1.4	-2%	2%	0.3%	-2%	12%	i	-2%	4%
Cc1ccc(C(=O)n2ncn(C)c2=S)cc1	-0.2	-2%	0%	-1.4%	12%	10%	i	3%	-2%
Cc1ccc(C(=O)NCCSc2c(C)[nH]c3ccccc23)cc1C	.	-17%	.	-0.8%	?	-5%[9.27 µM]	.	23%	-33%
COc1ccc(CN2C3CCCC2CC(NC(=O)c2cccc(F)c2)C3)cc1 (stereo not drawn)	1.6	-18%	0%	0.3%	-7%	-23%	i	-1%	-2%
CNc1nc(NN)nc(Nc2ccccc2)n1	-0.9	4%	2%	-0.9%	-8%	-1%	i	-16%	-16%
Cc1[nH]c2ccccc2c1C(=O)CSc1nnc(C2CC2)o1	-2.3	-2%	0%	-0.3%	-1%	4%	i	-10%	-3%
O=C(NC1CCSC1=O)c1cccc(C(=O)NC2CCSC2=O)c1 (stereo not drawn)	0.8	-1%	0%	-0.5%	-14%	.	i	9%	-1%
CCCN(C(=O)CCc1nc(-c2ccc(OC)cc2)no1)c1ccccc1F	.	-1%	.	0.0%	?	?	.	-10%	-28%
CN1CCN(NC(=O)C2CC2)CC1	0.0	0%	2%	-0.6%	-2%	4%	i	-3%	8%
